ALOX15B inhib – blocks human 15-lipoxygenase 2 activity | 110,000 tested, 0.56% active | purified 15hLO-2, xylenol orange hydroperoxide absorbance | Potency, µM (highest dose often 57.1 µM), without a hit: at the highest dose activity change, negative = inhibition, usual class: inhibitors | O15296; also: potency is read from the fitted curve at half-maximal effect; nearly all actives have a fitted effect of over 60% in size; many of its hits are not listed in these tables
Target sequence (O15296 whole entry, looked up): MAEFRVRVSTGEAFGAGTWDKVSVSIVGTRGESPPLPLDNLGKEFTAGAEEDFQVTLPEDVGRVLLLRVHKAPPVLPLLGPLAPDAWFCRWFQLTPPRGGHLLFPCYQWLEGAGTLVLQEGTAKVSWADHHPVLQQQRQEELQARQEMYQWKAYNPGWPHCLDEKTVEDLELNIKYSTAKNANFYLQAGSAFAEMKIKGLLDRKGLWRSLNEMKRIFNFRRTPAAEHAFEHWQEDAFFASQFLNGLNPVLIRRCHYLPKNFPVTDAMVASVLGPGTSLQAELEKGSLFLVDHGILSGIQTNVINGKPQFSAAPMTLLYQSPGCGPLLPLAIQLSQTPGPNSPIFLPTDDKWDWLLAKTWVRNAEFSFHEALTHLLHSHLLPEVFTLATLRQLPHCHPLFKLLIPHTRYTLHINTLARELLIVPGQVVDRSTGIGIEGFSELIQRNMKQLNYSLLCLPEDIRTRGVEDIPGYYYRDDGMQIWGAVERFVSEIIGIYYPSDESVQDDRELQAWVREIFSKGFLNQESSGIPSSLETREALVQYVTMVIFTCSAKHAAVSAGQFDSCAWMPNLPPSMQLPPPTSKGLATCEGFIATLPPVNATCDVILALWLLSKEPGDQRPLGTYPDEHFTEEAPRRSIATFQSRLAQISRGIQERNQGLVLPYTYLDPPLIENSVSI
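Read-out: hydroperoxide product oxidises ferrous iron, measured as xylenol orange complex via the 573-to-405 nm absorbance ratio after 30 min. Reaction: 50 nM enzyme, 15 min compound preincubation, 45 uM arachidonic acid, 90 min RT, Hepes pH 7.5 with Triton X-100.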
ALOX12 inhib – 12-hLO (ALOX12) enzyme inhibition; P18054; purified 12-hLO, xylenol orange hydroperoxide absorbance; Potency, µM (series often up to 57.1 µM), inactives show top-dose activity change, negative = inhibition, hits mostly inhibitors; 150,000 tested, 0.12% active; AID 1452; also: potency is read from the fitted curve at half-maximal effect; nearly all actives have a fitted effect of over 55% in size; many of its hits are not listed in these tables
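Xylenol orange chromogenic assay: hydroperoxide from 12hLO oxidises Fe(II), giving red-shifted Fe(III)-XO absorbance. Conditions: 150 nM enzyme, 40 uM arachidonic acid, 25 mM Hepes pH 7.0, 0.01% Triton X-100, 30 min, room temperature.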
PNC assembly inh – blocks assembly of the perinucleolar compartment; PC3M PTB-GFP, PNC prevalence imaging, 16 h; hits give low values; activity change (PNC), negative = inhibition, % at 10 µM; 140,000 tested, 3.1% active; AID 2417;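 active = readout at or below -70, meaning at least 70% loss of cells showing the perinucleolar compartment, a nuclear body marking cancer cells; inconclusive = readout between -30 and a set limit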;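 also: plate controls were DMSO wells for no effect and camptothecin positive control wells for full effect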
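Read-out is percentage of cells bearing a perinucleolar compartment, from automated 20x imaging of fixed, Hoechst-stained PC3M PTB-GFP cells. Cells were seeded 4 h, then exposed 16 h to compound (23 nl of library stock) in duplicate plates.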
IMPase cell inh – cell-permeable inhibitors of inositol monophosphatase (IMPase); CHO-M1 cells, IP1 accumulation, HTRF TR-FRET ratio; inhibition (IP1 accumulation), % at 46.1 µM; 120,000 tested, under 10 active; AID 901; active = well fitted curve in the direction sought with a large enough effect in the signal ratio, not every such curve was filed as active; inconclusive = small, poorly fitted or top-dose-only effect, or a change in a side signal; inactive = no such curve, though single readings can be large or run the other way; the % refers to the signal ratio;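 also: cells stimulated with carbachol in lithium chloride buffer; plate controls were DMSO basal wells for no effect and reference inhibitor wells for full effect; higher means more IMPase inhibition seen as more IP1 and lower FRET ratio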
Target sequence (P97697 whole entry, looked up): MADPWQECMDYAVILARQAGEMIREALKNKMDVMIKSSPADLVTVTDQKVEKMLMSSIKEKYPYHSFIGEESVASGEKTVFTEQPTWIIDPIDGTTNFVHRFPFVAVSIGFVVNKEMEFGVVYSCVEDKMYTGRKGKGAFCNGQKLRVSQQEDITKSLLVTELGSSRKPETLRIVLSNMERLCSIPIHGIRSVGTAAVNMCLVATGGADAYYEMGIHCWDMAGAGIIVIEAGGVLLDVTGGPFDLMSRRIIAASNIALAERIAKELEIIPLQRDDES
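Elevated IP1 in lysates lowers TR-FRET signal (665/620 ratio and 620 channel reported). Cells were CHO-M1, given carbachol (50 uM as added) plus 50mM LiCl, pH 7.4, 30 min, 37C; compounds titrated up to 46 uM; AC50 by Hill equation.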
* hit, by the source's call; ? = inconclusive; nt = no result given; [ ] = another dose, or the depositor's remark. Unless noted, calls follow the shape of the dose curve; as a rule, active = well fitted curve in the direction sought with a large enough effect; inconclusive = small, poorly fitted or top-dose-only effect, or another doubt; inactive = no such curve, though single readings can be large; an effect the other way counts as inactive or inconclusive. Unless noted, % is scaled to controls: 0 for no effect and ±100 for the full control effect. An excerpt. The share of hits here may be higher or lower than overall.

cpd	structure	ALOX15B inhib	ALOX12 inhib
1	Cc1ccc(CNC(=O)CCCNS(=O)(=O)c2cccc3nonc23)cc1	-6%	-13%
2	O=S(=O)(Nc1cccnc1)c1ccc(Cl)c(C(F)(F)F)c1	4%	-5%
3	CC(C)CCNC1=CC(=O)CC(c2ccccc2)C1 (configuration not stated)	nt	5%
4	O=S(=O)(c1ccccc1)N1CCC2(CCCN(Cc3ccncc3)C2)CC1	5%	9%
5	Cc1ccc(-n2[nH]c(C)c(C=Nc3ccc4[nH]c(=O)[nH]c4c3)c2=O)cc1	nt	-3%
6	COC(=O)c1cn(CC(=O)NC2CCCCCC2)c2ccccc12	nt	1%
7	CC(C)(C)c1ccc(OCc2ccc(C(=O)N/N=C3\CC4CC=CC34)cc2)cc1 (configuration not stated)	nt	5%
8	O=C(CN1C(=O)COc2ccccc21)NCCN1CCC(Cc2ccccc2)CC1	36%[activator]	5%
9	CC(C)NC(=O)CSCc1cccc(Br)c1	7%	1%
10	CC(C)OCCCNC(=O)NC12CC3CC(CC(C3)C1)C2	7%[11.4 µM]	4%

cpd	PNC assembly inh	IMPase cell inh
1	14	17
2	2	-4
3	6	nt
4	nt	nt
5	60	nt
6	?	?
7	-27	3
8	?	9
9	-29	2
10	23	8[1.84 µM]

(next part)
cpd	structure	ALOX15B inhib	ALOX12 inhib
11	O=C(Oc1ccc(NC2=C(Cl)C(=O)c3ccccc3C2=O)cc1)c1ccc([N+](=O)[O-])cc1	nt	1%
12	Cc1ccccc1NC(=O)CC1SC(=NC2CCCCC2)NC1=O (configuration not stated)	-14%	-3%
13	CCN(CC)CCN1C(=O)c2oc3ccccc3c(=O)c2C1c1cccc(Br)c1 (configuration not stated)	13%	-29%
14	Cn1c(=O)[nH]c(=O)c2c1nc(Br)n2CCSc1nnnn1-c1ccccc1	12%	-5%
15	CC(=O)Nc1ccc(S(=O)(=O)NC(CC(=O)NC2CCCCC2C)C(C)C)cc1 (configuration not stated)	0%	-2%
16	CC(OC(=O)c1ccccc1Nc1ccc(SC(F)F)cc1)C(N)=O (configuration not stated)	nt	2%
17	Cc1nn(C(C)(C)C)c(OC(=O)c2cccs2)c1S(=O)(=O)c1ccccc1	1%	-5%
18	COc1ccc(OC)c(-c2cc(C(=O)NCCN3CCOCC3)no2)c1	11%	-6%
19	COc1ccc(OC)c(/C=C/C(=O)OCC(=O)Nc2ccc3c(c2)OCCO3)c1	nt	1%
20	NS(=O)(=O)c1cc2c(cc1Cl)N[C@@H](C(Cl)Cl)NS2(=O)=O	3%[25.6 µM]	-3%[25.6 µM]

cpd	PNC assembly inh	IMPase cell inh
11	-2	4
12	-17	12
13	-24	10
14	-19	2
15	31	-2
16	10	nt
17	34	5
18	?	3
19	-22	-17
20	nt	-4[20.6 µM]

(more compounds)
cpd	structure	ALOX15B inhib	ALOX12 inhib
21	COc1nc(N)nc(NC23CC4CC(CC(C4)C2)C3)n1	28%	1%
22	Cc1cc(C)cc(-n2nnc(C(=O)NCc3ccccc3Cl)c2N)c1	-9%	1%
23	O=C(CCC(=O)c1ccccc1)NCCc1c[nH]c2ccccc12	nt	-3%
24	OC(COCc1cccs1)CN1CCCCCC1 (configuration not stated)	-4%	5%
25	COc1ccc(C(=O)N2CCN(c3ccc(C)cc3C)CC2)cc1OC	nt	2%
26	NC(N)=Nc1ccc(Cl)cc1	30%	-2%
27	Fc1ccc(CSc2nnc(-c3cccnc3)n2Cc2ccco2)cc1	-12%	-4%
28	O=C(c1cccc(F)c1)N1CCC[C@@]2(CCN(Cc3ccncc3)C2)C1	3%	1%
29	O=C(N/N=C/c1cn(-c2cccs2)nc1-c1ccccc1)c1ccccc1Cl	nt	-3%
30	COc1cc(NC(=O)NC(C)(C(F)(F)F)C(F)(F)F)cc(OC)c1OC	-2%	-4%

cpd	PNC assembly inh	IMPase cell inh
21	10	1
22	-16	3
23	?	nt
24	9	1
25	59	7
26	nt	-2
27	-8	5
28	nt	nt
29	76	nt
30	-18	2

New compounds follow.
cpd	structure	ALOX15B inhib	ALOX12 inhib
31	O=C1CS/C(=N/N=C2C3CC4CC(C3)CC2C4)N1	nt	0%
32	CCC(C)c1cc(S(=O)(=O)N2CCOCC2)ccc1OC (configuration not stated)	1%	-2%
33	CC(C)CCNC(=O)C(c1cccs1)N(CC1CCCO1)C(=O)Cn1nnc2ccccc21 (configuration not stated)	-4%	-1%
34	Cc1ccc(C)c(S(=O)(=O)NCc2ccncc2)c1	7%	11%
35	COc1ccc(C2=CC(c3ccc(OC)c(OC)c3)n3nnnc3N2)c(OC)c1 (configuration not stated)	-8%	-8%
36	CC1(C)CC(=O)C2=C(C1)OC(N)=C(C#N)C2c1cc2c(cc1[N+](=O)[O-])OCO2 (configuration not stated)	nt	-2%
37	C=CCNC(=O)c1cccc(C(F)(F)F)c1	-11%	-7%
38	Cc1cccn2c(=O)c(/C=N/O)c(N3CCCC3)nc12	-4%	0%
39	Cc1ncoc1C(=O)Nc1cccc(Cl)c1C	-4%	1%
40	Cc1nn(C)c(Oc2ccccc2)c1[N+](=O)[O-]	-1%	7%

cpd	PNC assembly inh	IMPase cell inh
31	?	-4
32	7	-8
33	-20	-11
34	-24	2
35	-13	0
36	7	19
37	?	7
38	36	6
39	19	-5
40	14	5

(listing goes on)
cpd	structure	ALOX15B inhib	ALOX12 inhib
41	CCCc1cc(=O)[nH]c(SCC(=O)c2c(N)n(C)c(=O)n(C)c2=O)n1	-1%	-3%
42	COc1cc2c(cc1OC)C(c1cccs1)CC(=O)N2 (configuration not stated)	1%	-4%
43	Cc1ccc(-c2nnn(CC(=O)N3CCC(C)CC3)n2)o1	-14%	6%
44	CC(=O)Nc1nonc1-n1nnc(C(=O)NCc2ccccc2)c1C	9%	-6%
45	CCOc1ccc(NC(=O)c2ccccn2)cc1	nt	2%
46	CCOC(=O)c1sc(N/N=C/c2cccc(C)c2)nc1C	-15%	-13%
47	COc1ccc(-c2cc(C(F)(F)F)nc(SCC(=O)Nc3ccc4c(c3)OCO4)n2)cc1	nt	-1%
48	CN(C)CCCNCCCNC(=O)c1ccncc1	5%	-4%
49	Nn1c(COc2cccc(Cl)c2)nc2ccccc2c1=O	nt	-2%
50	Clc1ccc(Cn2nnc(-c3ccccc3)n2)cc1	nt	-3%

cpd	PNC assembly inh	IMPase cell inh
41	-10	6
42	19	9
43	-17	2
44	?	-2
45	?	nt
46	?	11
47	37	nt
48	-1	10
49	57	nt
50	-100*	14

(cont.)
cpd	structure	ALOX15B inhib	ALOX12 inhib
51	CCCCN(CCCC)CCn1cnc2c([nH]c3ccc(OC)cc32)c1=O	7%	-5%
52	CCOC(=O)c1cnc(SCC(=O)Nc2ccccc2C(=O)OC)nc1N	nt	3%
53	O=C(Nc1cccc(Cl)c1N1CCCCC1)c1ccc(N2CCOCC2)c([N+](=O)[O-])c1	nt	-1%
54	Cc1cc(C)c(C(N)=O)c(SCC(=O)c2ccc(Cl)cc2)n1	-4%	-13%
55	O=C(CCCC(=O)NCCc1ccccc1)NCCc1ccccc1	nt	0%
56	C[C@@]1(CCOCc2ccccc2)NC(=O)NC1=O	-5%[11.4 µM]	5%[11.4 µM]
57	CC(=O)OC(C(=O)Nc1ccccc1)C(C)S(=O)(=O)c1ccccc1 (configuration not stated)	-3%	-4%
58	CCOC(=O)c1ccc2c(c1)n(CC)c(/C=C/N(C)c1ccccc1)[n+]2CC	nt	1%
59	CCN(CC)CCN1C(=O)C(=O)/C(=C(/O)c2ccncc2)C1c1ccccc1F (configuration not stated)	-8%	1%
60	COC(=O)c1ccccc1NC(=O)c1sc(N)nc1C	7%	-1%

cpd	PNC assembly inh	IMPase cell inh
51	-16	5
52	-5	5
53	-29	nt
54	33	1
55	-22	nt
56	nt	nt
57	?	2
58	?	nt
59	-12	-12
60	3	6

Continuation.
cpd	structure	ALOX15B inhib	ALOX12 inhib
61	Cc1ccc(C(=O)C(C)OC(=O)c2n[nH]c(=O)c3ccccc23)cc1 (configuration not stated)	0%	-6%
62	CCc1ccc(NC(=O)c2noc3c2CCCCC3)cc1	-1%	2%
63	O=C(NCCN1CCCCCC1)c1ccc(N2CCCC2=O)cc1	6%	2%
64	COP(=O)(OC)c1nc(-c2cccc3ccccc23)oc1NCCc1ccccc1	nt	-5%
65	O=C(c1ccccc1)c1c2c(cc3sc4ccccc4[n+]13)-c1cccc3cccc-2c13	nt	-14%
66	COc1cccc(Cn2c(=O)c(C)nc3cnc(Oc4cccc(Cl)c4)nc32)c1	-6%	-7%
67	O=C(CN1CCN(c2ncccn2)CC1)N1CCCc2c1c(=O)oc1ccc(O)cc21	nt	28%
68	CCOc1cc(CNCCSc2nnnn2C)cc(Br)c1OCc1ccccc1	40%[activator]	0%
69	O=C(CSc1nc2ccccc2c(=O)n1NC(=O)c1ccccc1)c1ccc(Cl)cc1	nt	1%
70	Cc1cccc(/C(N)=N/OC(=O)C23CC4CC(CC(C4)C2)C3)c1	nt	-1%

cpd	PNC assembly inh	IMPase cell inh
61	-8	-3
62	30	2
63	?	15
64	-91*	nt
65	-14	nt
66	nt	nt
67	13	15
68	22	5
69	73	10
70	-114*	nt

12 entries from above in another layout.
#56 C[C@@]1(CCOCc2ccccc2)NC(=O)NC1=O
#57 CC(=O)OC(C(=O)Nc1ccccc1)C(C)S(=O)(=O)c1ccccc1 (configuration not stated)
#58 CCOC(=O)c1ccc2c(c1)n(CC)c(/C=C/N(C)c1ccccc1)[n+]2CC
#59 CCN(CC)CCN1C(=O)C(=O)/C(=C(/O)c2ccncc2)C1c1ccccc1F (configuration not stated)
#60 COC(=O)c1ccccc1NC(=O)c1sc(N)nc1C
#61 Cc1ccc(C(=O)C(C)OC(=O)c2n[nH]c(=O)c3ccccc23)cc1 (configuration not stated)
#62 CCc1ccc(NC(=O)c2noc3c2CCCCC3)cc1
#63 O=C(NCCN1CCCCCC1)c1ccc(N2CCCC2=O)cc1
Screen / compound no.,56,57,58,59,60,61,62,63
ALOX15B inhib,-5%[11.4 µM],-3%,nt,-8%,7%,0%,-1%,6%
ALOX12 inhib,5%[11.4 µM],-4%,1%,1%,-1%,-6%,2%,2%
PNC assembly inh,nt,?,?,-12,3,-8,30,?
IMPase cell inh,nt,2,nt,-12,6,-3,2,15

#64 COP(=O)(OC)c1nc(-c2cccc3ccccc23)oc1NCCc1ccccc1
#65 O=C(c1ccccc1)c1c2c(cc3sc4ccccc4[n+]13)-c1cccc3cccc-2c13
#66 COc1cccc(Cn2c(=O)c(C)nc3cnc(Oc4cccc(Cl)c4)nc32)c1
#67 O=C(CN1CCN(c2ncccn2)CC1)N1CCCc2c1c(=O)oc1ccc(O)cc21
Screen / compound no.,64,65,66,67
ALOX15B inhib,nt,nt,-6%,nt
ALOX12 inhib,-5%,-14%,-7%,28%
PNC assembly inh,-91*,-14,nt,13
IMPase cell inh,nt,nt,nt,15

Going on with the list:
cpd	structure	ALOX15B inhib	ALOX12 inhib
71	CCOC(=O)c1c(-c2ccc(OC)cc2)csc1NC(=O)CSc1ccccc1	-13%	5%
72	COc1ccc(OC)c(/C=C/C(=O)N(C)CC(=O)Nc2ccc(C)cc2)c1	nt	3%
73	CO/N=C/c1ccc(N2CCN(C(=O)c3cccc(C(F)(F)F)c3)CC2)c([N+](=O)[O-])c1	5%	-5%
74	CN(c1nnc(N)s1)C1CCCCC1	nt	-1%
75	CC1CCN(CC(O)COCCOc2ccc(Br)cc2)CC1 (configuration not stated)	nt	-1%

cpd	PNC assembly inh	IMPase cell inh
71	-3	11
72	8	nt
73	-12	13
74	48	nt
75	-12	1

Screening data: PubChem, National Center for Advancing Translational Sciences (NCATS)
